GalR3 antag: blocks the human galanin receptor 3. O60755. hit rate 0.44% among 360,000. inhibition, % at 3 µM. HEK293 GalR3-CNG cAMP membrane potential fluorescence; galR3 body fused to GalR1 C-terminus;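 active = inhibition above the screen-wide average plus 3 SD, cut at about 13% in these data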;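 also: forskolin and galanin both at EC90 stimulate the cells; cAMP rise reported by CNG channel membrane potential dye signal; 0% = forskolin plus galanin with DMSO and 100% = forskolin alone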
Target sequence (O60755 1-299 limits assumed): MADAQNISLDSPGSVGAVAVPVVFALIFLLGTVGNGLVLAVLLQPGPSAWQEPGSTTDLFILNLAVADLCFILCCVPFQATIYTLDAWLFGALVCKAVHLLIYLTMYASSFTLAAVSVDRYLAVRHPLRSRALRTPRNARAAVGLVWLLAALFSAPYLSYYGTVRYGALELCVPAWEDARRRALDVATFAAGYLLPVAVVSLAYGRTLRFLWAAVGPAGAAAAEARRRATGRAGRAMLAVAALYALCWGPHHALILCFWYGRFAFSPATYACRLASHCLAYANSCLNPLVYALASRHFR
Active calls of the source: *. The list is partial; rates above refer to the full screens.

| GalR3 antag | SMILES |
| --- | --- |
| -2 | COc1ccc(NC(=O)N(C)C[C@H]2OCc3cnnn3CCCC(=O)N([C@H](C)CO)C[C@@H]2C)c(OC)c1 |
| -2 | CC1(C)OC(=O)C2=C(C[C@@H](CCc3ccccc3)O[C@H]2CCc2cccc(Cl)c2)O1 |
| -6 | CC(CC(=O)Nc1ccc2c(c1)c(=O)n(C)n2-c1ccccc1F)c1ccccc1 (configuration not stated) |
| -8 | CCCc1nc2cc(C)c(Br)c(C)n2c1Cc1ccsc1 |
| -3 | COCOc1ccc(-c2ncc(OC)nc2NC(=O)c2cc(C)oc2C)cc1 |
| -10 | CCNC(=O)C1(C)CCCN(Cc2cccc3c(OC)cc(C(=O)OCC)cc23)C1 (configuration not stated) |
| -2 | COc1cccc(-c2cc3nc(NCCCN(C)C)n(C)c(=O)c3s2)c1 |
| -3 | Cc1cc(Nc2cc(C(F)(F)F)cc(C(F)(F)F)c2)cc(=O)n1-c1cc(C(F)(F)F)cc(C(F)(F)F)c1 |
| -6 | CC1(C(=O)NS(=O)(=O)c2cccc(F)c2)CCN1C(=O)Cc1cccc2ccccc12 (configuration not stated) |
| -1 | O=C(/C=C/[C@H]1O[C@@H](n2cnc3c(NC(=O)c4ccccc4)ncnc32)[C@H](O)[C@@H]1O)N[C@@H](CO)Cc1c[nH]c2ccccc12 |
| -4 | COc1cccc(CNc2nc3cc(-c4cccc(C(F)(F)F)c4)sc3c(=O)n2C)c1 |
| -3 | O=C(NCc1ccco1)c1ccc2sc([C@@H]3O[C@H](CO)[C@H](O)[C@H](O)[C@H]3O)nc2c1 |
| -7 | CSCCC(C(=O)Nc1c(C)cccc1C)N1CCC(Cc2ccccc2)CC1 (configuration not stated) |
| -4 | COc1c(C)cc(C(O)c2ncc(-c3cccc(C(F)(F)F)c3)[nH]2)cc1C (configuration not stated) |
| -6 | CCCCC[C@H](C)N1C[C@H](COCc2ccccc2)Oc2cc(N3CC[C@H](N(C)C)C3)ccc2S1(=O)=O |

Five entries already listed, arranged by the number in GalR3 antag, highest first.
SMILES	GalR3 antag
CC1(C)OC(=O)C2=C(C[C@@H](CCc3ccccc3)O[C@H]2CCc2cccc(Cl)c2)O1	-2
Cc1cc(Nc2cc(C(F)(F)F)cc(C(F)(F)F)c2)cc(=O)n1-c1cc(C(F)(F)F)cc(C(F)(F)F)c1	-3
COc1cccc(CNc2nc3cc(-c4cccc(C(F)(F)F)c4)sc3c(=O)n2C)c1	-4
CC(CC(=O)Nc1ccc2c(c1)c(=O)n(C)n2-c1ccccc1F)c1ccccc1 (configuration not stated)	-6
CSCCC(C(=O)Nc1c(C)cccc1C)N1CCC(Cc2ccccc2)CC1 (configuration not stated)	-7

The listing continues:
| GalR3 antag | SMILES |
| --- | --- |
| -8 | CCOc1ccc2nc(S(=O)(=O)NC(=O)C3(C)CCN3C(=O)c3c(C)noc3C)sc2c1 (configuration not stated) |
| 5 | CC(=O)NC(Cc1ccccc1C)C(=O)NC1CCN(c2c3c(nc4ncnn24)CCC3)CC1 (configuration not stated) |
| 1 | CC(C)C[C@@H]1COc2cc(N3CCSCC3)ccc2S(=O)(=O)N1 |
| -4 | COc1ccc(CC(N)c2csc(NC(=O)NCc3ccccc3)n2)cc1 (configuration not stated) |
| -1 | COC(=O)N1C[C@H](Oc2ncccn2)[C@H]2C[C@@H]1c1ccccc1O2 |
| -7 | CC(C)C[C@H](NC(=O)c1ccc(Cl)cc1Cl)C(=O)N1CCC[C@H]1C(=O)NCc1ccccc1 |
| -5 | CC(C)C[C@@H]1CN(CCCC[C@H]2CNC(=O)C(=O)N2CCC2CCCCC2)C(=O)C(=O)N1CCc1ccc(O)cc1 |
| -7 | COc1ccc(C(C)(O)c2nc(-c3cnc4ccccc4c3)cs2)cc1 (configuration not stated) |
| -7 | C[C@H](O)[C@@H]1C(=O)N2CCc3c([nH]c4ccccc34)[C@@H]2C[C@@H]1N(C)C(=O)OCc1ccccc1 |
| -5 | COC(=O)[C@@]1(Cc2ccc(F)cc2)[C@H]2c3cc(C(=O)N4CCCC4)n(C)c3C[C@H]2CN1C(=O)c1ccccc1 |
| -7 | CSCCC(c1nc2ccccc2[nH]1)n1c(/C=C/c2ccc(Cl)cc2)nc2ccccc21 (configuration not stated) |
| -3 | C[C@@H]1CN([C@H](C)CO)C(=O)CCCn2cc(nn2)CO[C@H]1CN(C)C(=O)c1ccc(N2CCN(C)CC2)cc1 |
| -6 | CCCNC(=O)C1(C)CCCN(C(=O)c2cccc(C#N)c2)C1 (configuration not stated) |
| -8 | Clc1ccccc1Nc1nc(NCc2ccccc2)nc2ccsc12 |
| -7 | Cc1cccc(-c2cnc(C(O)c3ccc4ccccc4c3)[nH]2)c1 (configuration not stated) |
| -6 | OC(c1ccc(F)cc1)c1nc(-c2ccc(F)c(Cl)c2)cs1 (configuration not stated) |
| -8 | c1ccc2c(C(c3nnnn3-c3ccc4c(c3)OCCO4)N3CCOCC3)ccnc2c1 (configuration not stated) |
| -9 | Nc1nc2ccccc2cc1C(=O)NCc1cccs1 |
| -7 | O=C(NCc1ccccn1)[C@@H]1CCCN1C(=O)[C@@H]1CCCN1C(=O)c1ccccc1 |
| -7 | CC(=O)c1cccc(-c2ccnc3c2CC(C(=O)Nc2ccc(F)c(Cl)c2)O3)c1 (configuration not stated) |
| -5 | COC(=O)CCCn1cc(CN2CC(N3CCN(Cc4cccc(C)c4)CC3)CS2(=O)=O)nn1 (configuration not stated) |
| -6 | CCCCn1nnnc1C(c1cc2ccccc2o1)N1CCN(c2c(C)cccc2C)CC1 (configuration not stated) |
| -7 | CC1(C(=O)NS(=O)(=O)c2ccc(F)cc2F)CCN1C(=O)Cc1cccc2ccccc12 (configuration not stated) |
| -4 | Cc1noc(C)c1S(=O)(=O)NC(=O)C1(C)CCN1C(=O)c1ccccc1CCc1ccccc1 (configuration not stated) |
| -2 | Nc1[nH]c(C(=O)c2ccccc2)c(-c2cccc3ccccc23)c1C(=O)NCc1ccc(F)c(F)c1 |
| -6 | Cc1ccc(F)cc1-c1nc(NC(C)C)nc2cc(-c3ccccc3)sc12 |
| -6 | COC(=O)[C@]12C[C@H](CC(=O)NCCCCc3ccccc3)C(=O)N(Cc3ccccc3)C1=C[C@H](C1CCCC1)O[C@@H]2C |
| -8 | NC(=O)c1csc(-c2ccc(CO)o2)n1 |
| -5 | CCCc1nc2ccc(C(=O)OC)cn2c1Cc1ccc(C)cc1 |
| -1 | OC(c1cccc(F)c1)c1ncc(-c2ccc(C(F)(F)F)cc2)[nH]1 (configuration not stated) |

Some of the entries so far, as tab-separated lines:
SMILES	GalR3 antag
NC(=O)c1csc(-c2ccc(CO)o2)n1	-8
COC(=O)CCCn1cc(CN2CC(N3CCN(Cc4cccc(C)c4)CC3)CS2(=O)=O)nn1 (configuration not stated)	-5
COC(=O)[C@]12C[C@H](CC(=O)NCCCCc3ccccc3)C(=O)N(Cc3ccccc3)C1=C[C@H](C1CCCC1)O[C@@H]2C	-6
O=C(NCc1ccccn1)[C@@H]1CCCN1C(=O)[C@@H]1CCCN1C(=O)c1ccccc1	-7

Remaining list, next part.
| GalR3 antag | SMILES |
| --- | --- |
| -8 | CSc1ccc(OC2(C)CCN(Cc3ccc(C(C)C)cc3)C2)cc1 (configuration not stated) |
| -7 | O=S1(=O)CC(N2CCCCC2)CN1Cc1ccc(F)cc1 (configuration not stated) |
| -1 | Cc1ccc(CN2C(=O)CN(S(C)(=O)=O)CC2(C)C(=O)NC(C)C)cc1 (configuration not stated) |
| -3 | C#CCNC(=O)C[C@@H]1C[C@@]2(C(=O)OCC)CCC=C2N(Cc2ccco2)C1=O |
| -6 | CCCCNC(=O)C[C@@H]1C[C@@]2(C(=O)OC)CCCCC=C2N(Cc2ccc3c(c2)OCO3)C1=O |
| 1 | Cc1ccc(C(=O)N2CCC[C@@H]2C(=O)N2CCC[C@@H]2C(=O)NCc2ccccc2)cc1C |
| -2 | NS(=O)(=O)c1ccc(CCNc2ccn3nc(-c4cccc(C(F)(F)F)c4)cc3n2)cc1 |
| -6 | CC1(C(=O)NS(=O)(=O)c2ccccc2)CCN1C(=O)Cc1ccccc1 (configuration not stated) |
| -7 | CCO/C(C)=N/Oc1cc(OC)cc(OC)c1 |
| -3 | O=C(OCc1ccccc1)c1c(-c2ccccc2)oc2c1C(OCCO)CCC2 (configuration not stated) |
| -5 | COC(=O)[C@]12CCCCC=C1N(Cc1ccc3c(c1)OCO3)C(=O)[C@H](CC(=O)N1CCOCC1)C2 |
| -3 | CC(C)(C)OC(=O)NCc1ccc(NC(=O)c2nc[nH]c2C(=O)Nc2cc(Br)ccc2F)cc1 |
| -7 | CC(C)c1ccc(C2OC(CCc3ccccc3)Cc3[nH]c(=S)[nH]c(=O)c32)cc1 (configuration not stated) |
| -7 | CC(C)NC(=O)C1(C)CN(S(C)(=O)=O)CC(=O)N1CCOc1ccccc1 (configuration not stated) |
| -7 | COC(=O)N1C[C@H](Oc2cccc3ccccc23)[C@H]2C[C@@H]1c1ccccc1O2 |
| -5 | Cc1ccccc1-c1ccc2c(c1)[C@@H]1C[C@H](N(C)CC3CCCCC3)[C@H]([C@H](C)O)CN1CC2 |
| 5 | COc1ccc(C(=O)c2[nH]c(N)c(C(=O)NCCc3c[nH]c4ccccc34)c2-c2ccc(OC)c(OC)c2)cc1 |
| 3 | Cn1cc(Cc2ccc(C(=O)N3CCOCC3)cn2)c2ccccc21 |
| -4 | CCCS(=O)(=O)NC(=O)C1(C)CCN(C(=O)Cc2ccc(OC)c(OC)c2)C1 (configuration not stated) |
| -7 | COCCCNC(=O)[C@@H](Cc1ccccc1)NC(=O)[C@H]1O[C@@H](n2ccc(=O)[nH]c2=O)[C@H](O)[C@@H]1O |
| -8 | O=C(NCc1ccccc1)C(c1cccc2ccccc12)n1c(=O)c(-c2ccco2)nc2ccccc21 (configuration not stated) |
| 0 | CC(C)CC(N)c1csc(Nc2ccc(S(C)(=O)=O)cc2)n1 (configuration not stated) |
| -8 | O=C(NC1CCCCC1)C(c1ccnc2ccccc12)n1c(=O)c(-c2ccccc2)nc2ccccc21 (configuration not stated) |
| 0 | COc1ccccc1NC(=O)Nc1nc(C(N)CCc2ccccc2)cs1 (configuration not stated) |
| -4 | CC(=O)OC[C@H]1O[C@H](C#Cc2ccc(C(C)(C)C)cc2)C=C[C@H]1OC(=O)Nc1ccccc1 |
| -3 | Cc1ccc(NC(=O)C2(C)CCN2Cc2ccccc2OC(F)F)cc1 (configuration not stated) |
| -6 | CCCC(=O)N1CCCC(c2cc(C(=O)NCc3ccccc3)no2)C1 (configuration not stated) |
| -5 | C[C@H](CO)N1C[C@H](C)[C@@H](CN(C)C(=O)C2CC2)OCc2cn(nn2)CCCC1=O |
| -4 | Cc1ccc(CNC(=O)C2(C)CCN2C(=O)Cc2ccc(-c3ccccc3)cc2)cc1 (configuration not stated) |
| -4 | CCOc1cc(OCC)cc(C(=O)N2CCC[C@H]2C(=O)N2CCC[C@H]2C(=O)NCc2ccccn2)c1 |
| -4 | O=C(NCc1ccccc1)C1Cc2c(-c3ccc(Cl)cc3)ccnc2O1 (configuration not stated) |
| -2 | COc1cc(CN2C[C@@H](CO)O[C@@H](n3cnc4c(NC5CCCC5)ncnc43)C2)cc(OC)c1OC |
| -7 | COc1ccccc1-c1ncn(Cc2cccc(-c3ccccc3)c2)c1CC(C)C |
| -6 | O=C(NCC1CC1)c1csc(COCCO)n1 |
| 2 | COc1cccc(CNC(=O)[C@@H]2CCCN2C(=O)[C@@H]2CCCN2C(=O)c2ccccc2)c1 |
| -3 | Cn1ccc2c(N3c4ccccc4CCc4ccccc43)cc3c(c21)C1CCC3O1 (configuration not stated) |
| -4 | OC[C@@H]1CN(CCN2CCOCC2)C[C@H](n2cnc3c(NC4CCCC4)ncnc32)O1 |
| -3 | O=C(Nc1ccccc1)c1cc(C2CCCCN2C(=O)CCCc2ccccc2)on1 (configuration not stated) |
| -8 | Cc1cc(NCCc2c[nH]c3ccccc23)ccc1Oc1cccnc1 |
| 2 | CCCN(CC1CC1)c1cc2c(c3c1ccn3C)C1CCC2O1 (configuration not stated) |
| -4 | O=C1CCCC2=C1[C@@]1(O[C@H]3C=CC=CN23)C(=O)N(c2ccccc2)c2ccccc21 |
| -1 | COc1ccc(C(O)c2ncc(-c3cccc(C(F)(F)F)c3)[nH]2)cc1 (configuration not stated) |
| -8 | Nc1ncnc2c1ncn2[C@@H]1O[C@H](C(=O)N[C@@H](CCc2ccccc2)C(=O)N2CCN(CC(=O)N3CCCC3)CC2)[C@@H](O)[C@H]1O |
| -3 | CCCCC[C@@H](C)N1C[C@@H](COCc2ccccc2)Oc2cc(N3CC[C@@H](N(C)C)C3)ccc2S1(=O)=O |
| 0 | CC(=O)Nc1cccc(-c2ccnc3c2CC(C)(C(=O)Nc2cccc(NS(C)(=O)=O)c2)O3)c1 (configuration not stated) |
| -4 | c1ccc(COc2cccc(-c3cc4nc(NCCc5ccncc5)ccn4n3)c2)cc1 |
| 1 | O=Nc1ccc(Br)cn1 |
| -6 | O=C1NC[C@H](CCCCN2CCN(Cc3ccccc3)C(=O)C2=O)N(CCc2ccccc2)C1=O |
| -6 | COc1ccc(-c2cc3nc(NCc4ccc(N(C)C)cc4)n(C)c(=O)c3s2)cc1OC |
| -9 | CC(C)NC(=O)C1(C)CCN1C(=O)c1ccccc1 (configuration not stated) |
| -4 | CCOC(=O)[C@]12CCC=C1N(Cc1cccc3ccccc13)C(=O)[C@H](CC(=O)NCC1CCCCC1)C2 |
| -5 | Cc1ccc2cc(NC(=O)C3(C)CCN(C)C3)ccc2n1 (configuration not stated) |
| -4 | COc1ccc(-c2nc3ccc(C)cn3c2Cc2cccc(F)c2)cc1OC |
| -9 | OC[C@H]1O[C@@H](c2nc(-c3ccc(C4OCCO4)cc3)no2)[C@H](O)[C@@H]1O |
| -3 | CC(=O)Nc1cc(-c2ccc(C(=O)N3CCOCC3)cc2)cn2c(-c3ccc(C(C)=O)cc3)cnc12 |
| -9 | O=C(Nc1ccc2c(c1)OCO2)C1Cc2c(-c3ccc(Cl)cc3)ccnc2O1 (configuration not stated) |
| -6 | CCn1cc(CCC(=O)Nc2ccc(Oc3cccnc3)cc2)c2ccccc21 |
| -3 | COC(=O)C1=C(C)N(Cc2ccc(C(F)(F)F)cc2)C(=NCc2ccccc2)NC1c1cccc(F)c1 (configuration not stated) |
| -9 | CN(C(=O)c1cn(C)c2ccccc12)c1ccc(Oc2cccnc2)cc1 |
| -3 | CNc1nc(-c2cccc(C(=O)N(C)C)c2)cn2ccnc12 |
| -7 | COc1ccc(C(O)c2nc(-c3ccccc3C)cs2)cc1 (configuration not stated) |
